Screening data deposited in PubChem by National Center for Advancing Translational Sciences (NCATS).
IMPase cell inh = qHTS Assay for Identifying the Cell-Membrane Permeable IMPase Inhibitors. CHO-M1 cells, IP1 accumulation, HTRF TR-FRET ratio. inhibition (IP1 accumulation), % at 46.1 µM. 120,000 tested, under 10 active; active = well fitted curve in the direction sought with a large enough effect in the signal ratio, not every such curve was filed as active; inconclusive = small, poorly fitted or top-dose-only effect, or a change in a side signal; inactive = no such curve, though single readings can be large or run the other way; the % refers to the signal ratio;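 also: cells stimulated with carbachol in lithium chloride buffer; plate controls were DMSO basal wells for no effect and reference inhibitor wells for full effect; higher means more IMPase inhibition seen as more IP1 and lower FRET ratio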
Target sequence (P97697 whole entry, looked up): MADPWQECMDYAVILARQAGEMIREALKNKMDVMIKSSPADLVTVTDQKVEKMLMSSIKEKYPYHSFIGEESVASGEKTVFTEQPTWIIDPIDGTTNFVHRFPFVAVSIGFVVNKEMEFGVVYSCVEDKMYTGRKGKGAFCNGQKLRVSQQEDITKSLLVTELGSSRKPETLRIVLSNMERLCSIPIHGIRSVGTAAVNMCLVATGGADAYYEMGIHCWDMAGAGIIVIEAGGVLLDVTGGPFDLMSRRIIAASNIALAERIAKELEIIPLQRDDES
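CHO-M1 cells (CHO stably expressing M1 receptor), compound up to 46 uM final, stimulated with carbachol (50 uM as added) in buffer with 50mM LiCl, pH 7.4, 30 min at 37C. Cytosolic IP1 read by TR-FRET; AC50 from Hill fits.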
ALOX15B inhib = qHTS Assay for Inhibitors of 15-hLO-2 (15-human lipoxygenase 2) | purified 15hLO-2, xylenol orange hydroperoxide absorbance | Potency, µM (series often up to 57.1 µM), inactives show at the top dose activity change, negative = inhibition, actives largely listed as inhibitors | 0.56% of 110,000 active | Polyunsaturated fatty acid lipoxygenase ALOX15B (Homo sapiens), O15296; also: potency is read from the fitted curve at half-maximal effect; nearly all actives have a fitted effect of over 60% in size; many of its hits are not listed in these tables
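Enzyme 50 nM, AA 45 uM, 25 mM Hepes pH 7.5 + 0.01% Triton X-100; cpd preinc 15 min RT, rxn 90 min RT; stop/detect with 200 uM XO + 300 uM Fe(II) in 50 mM H2SO4, 30 min; A573/A405.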
PNC inhibitor = High Content Assay for Compounds that inhibit the Assembly of the Perinucleolar Compartment | 3.1% of 140,000 active | activity change (PNC), negative = inhibition, % at 10 µM | PC3M PTB-GFP, PNC prevalence imaging, 16 h; hits give low values;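 active = readout at or below -70, meaning at least 70% loss of cells showing the perinucleolar compartment, a nuclear body marking cancer cells; inconclusive = readout between -30 and a set limit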;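 also: plate controls were DMSO wells for no effect and camptothecin positive control wells for full effect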
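PC3M cells stably expressing PTB-GFP, 750–1000 cells/well, treated 16 h at 37 °C with compound (23 nl of library stock), in duplicate. After paraformaldehyde fixation and Hoechst stain, imaged at 20x; PNC prevalence scored by image analysis.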
ALOX12 inhib = qHTS Assay for Inhibitors of 12-hLO (12-human lipoxygenase); Polyunsaturated fatty acid lipoxygenase ALOX12 (Homo sapiens), P18054; purified 12-hLO, xylenol orange hydroperoxide absorbance; Potency, µM (doses to about 57.1 µM), for the others: top-dose activity change, negative = inhibition, hits mostly inhibitors; 0.12% of 150,000 active; also: potency is read from the fitted curve at half-maximal effect; nearly all actives have a fitted effect of over 55% in size; many of its hits are not listed in these tables
Target sequence (P18054 whole entry, looked up): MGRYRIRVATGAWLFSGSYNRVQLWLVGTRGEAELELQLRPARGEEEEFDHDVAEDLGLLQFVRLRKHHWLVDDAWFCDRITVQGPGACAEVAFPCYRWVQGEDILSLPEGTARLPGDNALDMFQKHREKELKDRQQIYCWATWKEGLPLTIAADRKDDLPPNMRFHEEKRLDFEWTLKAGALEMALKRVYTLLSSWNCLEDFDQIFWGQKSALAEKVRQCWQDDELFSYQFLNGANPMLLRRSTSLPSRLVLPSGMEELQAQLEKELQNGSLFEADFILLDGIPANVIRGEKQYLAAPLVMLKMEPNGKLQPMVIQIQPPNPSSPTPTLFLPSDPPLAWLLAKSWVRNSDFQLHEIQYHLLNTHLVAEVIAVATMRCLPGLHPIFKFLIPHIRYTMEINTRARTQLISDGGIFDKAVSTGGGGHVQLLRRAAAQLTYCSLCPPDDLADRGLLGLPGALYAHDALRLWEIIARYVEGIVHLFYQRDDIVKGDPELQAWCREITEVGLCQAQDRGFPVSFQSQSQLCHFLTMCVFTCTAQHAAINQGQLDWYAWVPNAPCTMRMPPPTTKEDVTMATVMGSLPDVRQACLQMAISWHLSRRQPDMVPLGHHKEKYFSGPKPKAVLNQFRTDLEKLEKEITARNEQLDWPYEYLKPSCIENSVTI
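150 nM 12hLO, 25 mM Hepes pH 7.0 + 0.01% Triton X-100; cpd preinc 15 min RT; 40 uM arachidonic acid, 30 min RT; Fe-XO 30 min; A573/A405 ratio as read-out.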
* hit, by the source's call; ? = inconclusive; · = no result given; [ ] = dose if it differs, or a comment. Unless noted, calls follow the shape of the dose curve; as a rule, active = well fitted curve in the direction sought with a large enough effect; inconclusive = small, poorly fitted or top-dose-only effect, or another doubt; inactive = no such curve, though single readings can be large; an effect the other way counts as inactive or inconclusive. Unless noted, % is scaled to controls: 0 for no effect and ±100 for the full control effect.

IMPase cell inh,ALOX15B inhib,PNC inhibitor,ALOX12 inhib,molecule
-3,-1%,24,-3%,Cc1ccc(C)c(NC(=O)CCN2CC(C)OC(C)C2)c1 (stereo not given)
·,·,?,-4%,Cc1ccc(S(=O)(=O)N2CCC(=O)N(C(COCc3cccc(C)c3)C(C)C)CC2)cc1 (stereo not given)
2,1%,-15,9%,O=C(NCc1nnc(SC/C=C/c2ccccc2)o1)c1ccco1
-6,-2%,23,-6%,Cc1onc(-c2ccccc2)c1C(=O)Nc1ccc2c(C)cc(=O)oc2c1
16,·,60,-1%,COc1ccc(NC(=O)CSc2nncn2C)cc1OC
-2,-6%,?,-2%,CCCCCn1c2nc3ccccc3nc2c2c(=O)n(CC(C)C)cnc21
1,-1%,-23,-6%,CC(=O)c1cccc(NC(=O)CSCc2ccccc2)c1
-15,·,?,1%,CC(C)(C)c1ccc(OCC(=O)N/N=C/c2ccsc2)cc1
9,-12%,28,-2%,O=C(Cn1c(=O)oc2cc(S(=O)(=O)N3CCc4ccccc43)ccc21)NC1CCCC1
-7,9%,-27,-2%,COc1ccc(N2CCN(c3ccc(N)cc3C#N)CC2)cc1
8,1%,?,7%,CCOC(=O)C1CCN(S(=O)(=O)c2c(C)n[nH]c2C)CC1
13,-10%,10,-2%,COC(=O)CN1C(=O)Nc2ccc(Br)cc2C1c1ccccc1Cl (stereo not given)
11,1%,?,0%,OCCn1c(SC2CCCCC2)nc2ccccc21
-2,-6%,-12,-1%,CN(C)/C=C(/C(=O)c1ccc(Cl)cc1)S(=O)(=O)c1ccccc1
-2,-5%,48,-4%,CC12CCC(C(=O)Nc3cccnc3)(CC1=O)C2(C)C (stereo not given)
3,·,-12,-5%,COc1ccc(NC(=O)CCCc2c[nH]c3ccccc23)cc1OC
11,20%,30,0%,O=C1NCCN1Cc1ccccc1F
8,·,?,0%,CC[n+]1c(-c2ccc(C)cc2)csc1Nc1c(C)n(C)n(-c2ccccc2)c1=O
-1,-9%,0,-5%,Cc1ccccc1NC(=O)Nc1ccccc1C(=O)NCc1ccccc1
-4,4%,-113*,-3%,Nc1cccc2nc3ccccc3cc12
6,3%,?,3%,COc1ccc(CCNC(=O)Cn2c(=O)cnc3ccccc32)cc1
·,·,?,2%,CCOC(=O)c1c(CSc2nc(C)cc(C)c2C#N)n(C)c2cc(Br)c(OC(C)=O)cc12
6,39%[activator],8,0%,Fc1ccc(C2CC(c3ccccc3)Nc3ncnn32)cc1 (stereo not given)
·,·,-8,5%,CCOC(=O)c1c(NC(=O)CN2C(=O)NC3(CCC(C)CC3)C2=O)sc(C)c1-c1ccc(C)cc1 (stereo not given)
·,·,?,1%,CC(=O)OCC#CCSc1nc2ccccc2n1C
-4,·,-19,1%,CC(C)(CO)Nc1nc(Nc2ccccc2)nc(Nc2ccccc2)n1
2,2%,29,1%,COc1cc2c(cc1OC)C(C(=O)Nc1ccc3c(c1)OCCO3)C1c3ccccc3CCN1C2=O (stereo not given)
0,4%,?,0%,O=C(CSc1nccn1-c1ccc(F)cc1)Nc1ccc2c(c1)OCO2
-7,-15%,-10,-3%,O=C(Oc1ccc2c(c1)OCO2)c1ccncc1
4,·,-24,-10%,CN(C)c1ccc([C@@H]2[C@@H]([N+](=O)[O-])[C@H]3C=Cc4ccccc4N3[C@H]2C(=O)c2ccc(Cl)cc2)cc1
6,15%[2.29 µM],-17,3%,O=C(Oc1ccc2c(c1)CCC2)N1CCOCC1
1,·,8,-6%,CC(=O)NC(CCS(C)(=O)=O)C(=O)Nc1c(C)cccc1C (stereo not given)
1,25%,?,-28%,O=C(CN1CC(=O)Oc2ccccc21)OCC(=O)c1cccc(Br)c1
2,2%,?,3%,CCOc1ccc(Cc2nn[nH]n2)cc1
1,·,9,-1%,Cc1cccc(C(=O)N[C@H](C(=O)Nc2nccs2)C(C)C)c1
0,-5%,?,1%,Cc1ccccc1OCCN1C(=O)NC2(CCc3ccccc32)C1=O (stereo not given)
-13,4%,-13,4%,C=CCn1c(-c2cccn(Cc3ccccc3)c2=O)n[nH]c1=S
8,51%[activator],23,-5%,Cc1cc2ncn(-c3ncnc4scc(-c5ccccc5)c34)c2cc1C
8,1%,16,-12%,O=C(NCC1CCCO1)c1cc2n(n1)C(C(F)(F)F)CC(c1ccc(Br)cc1)N2 (stereo not given)
·,·,-16,3%,O=C(CS(=O)CC(=O)N(c1ccccc1)C(C(=O)NC1CCCCC1)c1ccco1)Nc1ccc(F)cc1 (stereo not given)

Retrieved one by one from above (5):
IMPase cell inh,ALOX15B inhib,PNC inhibitor,ALOX12 inhib,molecule
4,·,-24,-10%,CN(C)c1ccc([C@@H]2[C@@H]([N+](=O)[O-])[C@H]3C=Cc4ccccc4N3[C@H]2C(=O)c2ccc(Cl)cc2)cc1
6,3%,?,3%,COc1ccc(CCNC(=O)Cn2c(=O)cnc3ccccc32)cc1
-13,4%,-13,4%,C=CCn1c(-c2cccn(Cc3ccccc3)c2=O)n[nH]c1=S
8,1%,16,-12%,O=C(NCC1CCCO1)c1cc2n(n1)C(C(F)(F)F)CC(c1ccc(Br)cc1)N2 (stereo not given)
6,39%[activator],8,0%,Fc1ccc(C2CC(c3ccccc3)Nc3ncnn32)cc1 (stereo not given)

Additional compounds follow.
IMPase cell inh,ALOX15B inhib,PNC inhibitor,ALOX12 inhib,molecule
-1,0%,0,-6%,Cc1cccc(-c2nsc(SCC(=O)N3CCCC3)n2)c1
-4[0.369 µM],·,-86*,-1%,Cc1sc(NC(=O)CSc2nnc(C(C)C)n2C)c(C#N)c1C
2,-6%,5,4%,Cc1ccc(C)c(Cn2c(=O)n(CCC(=O)NCc3ccco3)c(=O)c3sccc32)c1
25,-4%,?,-5%,COc1ccc(Cn2c(=O)sc3ccccc32)cc1OC
-5,·,28,2%,O=C(NNC(=S)NCc1ccco1)c1cccs1
·,14%,·,-3%,Cc1noc(C)c1C(=O)N1CCC2(CCCN(C(c3ccccc3)c3ccccc3)C2)CC1
2,-14%,·,-6%,Nc1ncn([C@@H]2O[C@H](CO)[C@@H](O)[C@H]2O)c(=O)n1
-1,·,-5,-2%,CC1(C)Cc2ccccc2-c2nnc(C(F)(F)F)n21
·,·,?,2%,c1ccc(-n2nnnc2Sc2ncnc3sc4c(c23)CCCC4)cc1
10,31%[activator],?,-14%,C=CCc1ccccc1OCC(O)CN1CCN(c2ccccc2OC)CC1 (stereo not given)
3,16%,24,7%,CCOC(=O)Nc1ccc2c(c1)N(C(=O)CCN1CCN3CCCC3C1)c1ccccc1CC2 (stereo not given)
7,2%,27,2%,CCS(=O)(=O)N1CCCC(C(=O)NC2CCC(C)CC2)C1 (stereo not given)
-1,-6%,20,7%,CC12CC(c3ccccc3O1)N(C(=O)c1ccc(Br)o1)C(=O)N2c1ccccc1 (stereo not given)
-2,1%,18,-3%,Cc1noc(C)c1C(=O)Nc1c(F)cc(F)cc1Br
·,2%,·,-4%,COc1cc2c(cc1OC)C1C(=O)c3c(O)cc4c(c3OC1CO2)C=CC(C)(C)O4 (stereo not given)
-5,1%[2.29 µM],?,0%,C1CCC2=NCCCN2CC1
-2,-1%,-17,4%,COc1ccc(C(=O)COC(=O)[C@H](C)Nc2ccc(C(F)(F)F)cc2[N+](=O)[O-])cc1
-3[9.22 µM],2%,-25,-2%,Cc1ccc(C)c(NC(=O)CSc2nnc(-c3ccccc3)n2N)c1
4,-1%,?,0%,COc1ccc(N2CCN(c3ncccn3)CC2)cc1
15,-5%,-111*,-5%,COc1cccc(Cn2c(-c3nonc3N)nc3ccccc32)c1
-3,?,33,-1%,CC1=C(C)CS(=O)N(S(=O)(=O)c2ccc(Cl)cc2)C1 (stereo not given)
-8,-12%,-22,-6%,O=C(NCCN1CCOCC1)C1CCN(Cc2ccccc2O)CC1
13,-3%,-2,4%,c1coc(-c2nnc3n2C2(CCCC2)Cc2ccccc2-3)c1
-5,·,?,1%,O=S(=O)(Nc1ccccn1)c1cnc(Cl)c(Br)c1
-6,5%,22,1%,COc1ccccc1CNC(=O)c1ccoc1C
·,·,-18,-2%,CCCCNS(=O)(=O)c1ccc2nc(-c3cccnc3)cc(C(=O)NC3CC3)c2c1
6,4%,17,-10%,CCOC(=O)c1cnc(-c2ccccc2)nc1Oc1ccccc1
-8,51%[activator],?,3%,COc1ccccc1Nc1nc(N)nc(CN2CCN(c3ccccc3)CC2)n1
·,·,-17,1%,Cc1ccc(-n2nc3c(SCCN4CCOCC4)nnc(C)c3c2C)cc1
·,·,?,-2%,CCC(=O)Oc1c(C(=O)CC)cc2c(C)cc(=O)oc2c1C
-4,3%,-27,11%,CCOC(=O)C1CCN(C(=O)CCCN2C(=O)c3ccccc3C2=O)CC1
7,26%,24,2%,CCOC(=O)c1cn2nc(-c3ccc(OC)cc3)cc2nc1C1CCN(C(=O)OC(C)(C)C)CC1
2,6%[2.29 µM],-17,-1%,CCOC(=O)CSc1nc(C)c(C(=O)OCC)s1
-15,·,?,-1%,CCC1C(C#N)=C(N)OC2=C1C(=O)CC(C)(C)C2 (stereo not given)
·,2%[11.4 µM],·,6%[11.4 µM],Cc1ccccc1CN1C2=NCCN2C(=O)C2=C1CCN(Cc1ccccc1)C2
8,12%,-21,5%,Fc1ccc(-c2cc(C(F)(F)F)nc(N3CCCCC3)n2)cc1
10,-3%,-17,5%,Cc1cccc(N2C(=O)CSC2c2cccnc2)c1 (stereo not given)
3,6%,-110*,-11%,CCOc1ccc(NC(=O)C(C)Oc2ccccc2C(=O)Nc2cccc(Cl)c2Cl)cc1 (stereo not given)
-4,-5%,14,-2%,CCCn1c(SCC(=O)Nc2ccccc2-c2ccccc2)nnc1-c1ccoc1C
6,2%,12,7%,CC(=O)Nc1ccc(C(=O)OCC(=O)NC(=O)NC2CCCCC2)cc1
-3,-8%,9,-1%,COC(=O)C1CCN(c2nc3ccccc3nc2C(C#N)C(=O)NCCc2ccccc2)CC1 (stereo not given)
·,·,?,0%,Cc1ccc(C(=O)Nc2ccc(C)c(S(=O)(=O)Nc3ccccc3Cl)c2)s1
-7[1.84 µM],1%[11.4 µM],34,-1%,CCC(C)(C(=O)NC1CCCCC1)N(C(=O)CNC(C)=O)c1c(C)n(C)n(-c2ccccc2)c1=O (stereo not given)
2,5%,6,0%,CCN(CC)CCCNC(=O)C1c2ccccc2C(=O)N1Cc1ccc(C)cc1 (stereo not given)
·,·,?,-2%,CC(=O)c1c(O)cc(C(C)C)n(-c2ccccc2)c1=O
-4,·,?,1%,N#CC1=C(N2CCOCC2)/C(=C\c2ccccc2)CC1
-12,13%,72,1%,Cc1cc(Cl)ccc1OCC(=O)NCc1ccncc1
2,·,-15,0%,Cc1ccnc(NS(=O)(=O)c2ccc(NC(=O)c3c(-c4ccccc4Cl)noc3C)cc2)n1
2,·,-17,-1%,CC(C)c1nc(SCC(=O)Nc2ccc(N3CCOCC3)cc2)c2ccccc2n1
8,6%,0,-3%,CC(=O)Nc1nc2ccccc2n1CCOc1ccccc1
9,-14%,-2,-4%,O=C(NCc1ccco1)C(c1cccs1)N(C(=O)Cc1cccs1)c1ccccc1 (stereo not given)
0,·,1,-1%,CCCC(=O)Nc1ccc(C(=O)Nc2nnc(COCC)s2)cc1

Single records, from the list above.
COc1ccc(NC(=O)CSc2nncn2C)cc1OC is entered as IMPase cell inh = 16; ALOX15B inhib = ·; PNC inhibitor = 60; ALOX12 inhib = -1%
Cc1ccc(C(=O)Nc2ccc(C)c(S(=O)(=O)Nc3ccccc3Cl)c2)s1 is entered as IMPase cell inh = ·; ALOX15B inhib = ·; PNC inhibitor = ?; ALOX12 inhib = 0%

Some of the compounds tested; rates above refer to the full screens.
